Vif-APOBEC3F blk = blocks the Vif interaction with APOBEC3F; HeLa A3F-eYFP + Vif (tagged APOBEC3F with the HIV-1 protein that degrades it), YFP fluorescence increase; Potency, µM (top dose mostly 46.1 µM), for the others: at the highest dose activity, negative = active; 0.2% of 390,000 active; AID 602313; note: potency is the fitted concentration of half-maximal effect; % of control where 0% means no effect; nearly all actives have a fitted effect of over 65% in size
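Fluorescence increase (Ex 488/Em 500-530) after overnight compound treatment at 37 deg C flags inhibition of Vif-driven A3F-eYFP loss in stable HeLa A3F-eYFP/Vif cells seeded overnight beforehand.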
D2 ag = activates the human D2 dopamine receptor. P14416. HEK293 T-REx D2 cells, calcium flux agonist mode. activation, % at 2 µM. 0.53% of 340,000 active;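 active = activation over 3 SD above normal in the single-dose calcium agonist read, cut at about 30% in these data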; note: 0% is about no effect
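Agonism scored from kinetic calcium signal (1 read/sec, 180 s) following compound pin transfer, after a 10 s baseline. Cells: HEK293 Trex line expressing inducible D2 receptor coupled to calcium, dye-loaded after overnight culture at 30 C.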
D2 antag = antagonists of human D2 dopamine receptor | P14416 | inhibition, % at 10 µM | 2% of 340,000 active | HEK293 TREx D2 cells, calcium flux, dopamine EC80; in the data active = inhibition above about 30%; note: 0% is about no effect
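In this primary screen, negative modulation is detected by tracking calcium flux after an EC80 dopamine challenge in inducible HEK293 T-REx D2 cells preexposed to test compound for 180 s.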
Vif-APOBEC3G blk = inhibitors of Vif-APOBEC3G interaction; Q9HC16; HeLa A3G-eYFP + Vif (tagged APOBEC3G with the HIV-1 protein that degrades it), YFP fluorescence, overnight; Potency, µM (series often up to 46.1 µM), for inactives: top-dose activity, negative = active, hits mostly inhibitors; 0.076% of 410,000 active; AID 602310;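 note: potency is the fitted concentration of half-maximal effect; % is set by controls: 0 for no effect and ±100 for the full control effect; nearly all actives have a fitted effect of over 60% in size; hits raise eYFP signal because A3G escapes Vif-driven loss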
Target sequence (Q9HC16 whole entry, looked up): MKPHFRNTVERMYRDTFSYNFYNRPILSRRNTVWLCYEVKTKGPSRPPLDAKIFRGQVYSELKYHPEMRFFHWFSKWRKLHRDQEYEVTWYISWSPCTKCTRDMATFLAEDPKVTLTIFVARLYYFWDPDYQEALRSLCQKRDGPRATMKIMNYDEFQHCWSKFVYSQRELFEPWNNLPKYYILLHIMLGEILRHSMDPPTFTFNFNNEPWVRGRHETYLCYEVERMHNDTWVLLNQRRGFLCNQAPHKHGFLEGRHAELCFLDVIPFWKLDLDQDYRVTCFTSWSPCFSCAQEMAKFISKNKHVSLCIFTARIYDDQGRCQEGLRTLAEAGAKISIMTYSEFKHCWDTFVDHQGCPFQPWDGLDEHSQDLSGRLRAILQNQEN
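Read-out is eYFP fluorescence (Ex 488/Em 500-530) from Vif-expressing HeLa A3G-eYFP cells; more signal means A3G escaped Vif-mediated degradation. Cells plated overnight, compound pinned in, incubated overnight at 37 deg C.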
Glioma ERSR ind = inducers of ER stress response in human glioma cells | U87-MG GRP78 promoter luciferase reporter, 16 h | Potency, µM, inactives show top-dose activation, hits mostly activators | 0.02% of 420,000 active | AID 602332; note: potency is the fitted concentration of half-maximal effect; series mostly up to about 76 µM; % of control where 0% means no effect; nearly all actives have a fitted effect of over 35% in size
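Stably transfected U87-MG glioma cells carrying a GRP78-based luciferase sensor; 16 h compound incubation. Luminescence end-point read 10 min after Bright-Glo addition at room temperature.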
LDHA inh = inhibitors of human lactate dehydrogenase A; AID 1347041; P00338; activity change, % (values are at about 110 or 230 µM); purified LDHA, NADH/diaphorase-resazurin fluorescence; active compounds read low; 0.15% of 480,000 active; in the data active = activity change below about -30%; inconclusive = mostly about -25% to -30%;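 note: plate controls were DMSO wells for no effect and wells without enzyme for full effect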
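LDH5 2 nM; NADH 0.06 mM, pyruvate 0.2 mM; 200 mM Tris pH 7.4, EDTA, Tween-20; 5 min RT. Detection: diaphorase 0.133 mg/mL + resazurin 37 µM, fluorescence ex540/em590 at 0 and 20 min; normalized to enzyme-free and DMSO wells.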
ALOX12 inh = inhibitors of human 12S-lipoxygenase ALOX12. purified 12hLO, xylenol orange hydroperoxide absorbance. P18054. Potency, µM (series often up to 108 µM), for inactives: top-dose activity change, negative = inhibition, actives largely listed as inhibitors. 1.1% of 580,000 active; note: potency is the fitted concentration of half-maximal effect; % is set by controls: 0 for no effect and ±100 for the full control effect
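Purified human 12hLO (150 nM final) in 25 mM Hepes, 0.01% Triton X-100, pH 7.0 was preincubated 15 min at room temperature with compound. Then 40 uM arachidonic acid was added, 30 min. Hydroperoxide was read by Fe-XO absorbance ratio 573/405 nm.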
RGS4 inhibitor = human RGS4 inhibition; 0.039% of 390,000 active; P49798; Potency, µM (series often up to 114 µM), without a hit: at the top dose activity change, negative = inhibition, usual class: inhibitors; Transcreener GDP fluorescence polarization, RGS4-accelerated GTP hydrolysis; AID 504845; note: potency is the fitted concentration of half-maximal effect; % is set by controls: 0 for no effect and ±100 for the full control effect; nearly all actives have a fitted effect of over 75% in size; some results filed as inactive show a strong effect at the top dose
Target sequence (P49798 whole entry, looked up): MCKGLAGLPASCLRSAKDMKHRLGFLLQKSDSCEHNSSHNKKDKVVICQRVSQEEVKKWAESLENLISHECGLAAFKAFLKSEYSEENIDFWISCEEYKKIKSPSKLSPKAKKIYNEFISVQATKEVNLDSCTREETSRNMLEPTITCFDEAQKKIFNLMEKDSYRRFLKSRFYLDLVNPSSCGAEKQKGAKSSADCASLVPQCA
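MLSMR compounds (23 nl, pin-transferred) preincubated 10 min at room temperature with a 500nM (2x) first reagent, then RGS4 at 900nM (2x) plus Transcreener GDP mix added; fluorescence polarization (620/688 nm) read before and after 90 min at 30 °C.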
ERG Ets-DNA blk = ERG Ets/DNA interaction inhibition; fluorescence polarization, His-ERG Ets domain / labelled DNA; Potency, µM (titrated, usually from 76.9 µM), without a hit: at the top dose FP activity, negative = inhibition, actives largely listed as inhibitors; AID 624246; 0.028% of 370,000 active; active = well fitted inhibition curve with a large enough effect in the polarisation, with a control signal flat; inconclusive = small, poorly fitted or top-dose-only effect, or effect the other way, or a change in a side signal; inactive = no such curve, though single readings can be large or run the other way; the % refers to the polarisation;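 note: polarization taken with two DNA probes labelled with fluorescein and Texas red; potency is the fitted concentration of half-maximal effect; % of control where 0% means no effect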
Target sequence (P11308 whole entry, looked up, the tested form may be a part): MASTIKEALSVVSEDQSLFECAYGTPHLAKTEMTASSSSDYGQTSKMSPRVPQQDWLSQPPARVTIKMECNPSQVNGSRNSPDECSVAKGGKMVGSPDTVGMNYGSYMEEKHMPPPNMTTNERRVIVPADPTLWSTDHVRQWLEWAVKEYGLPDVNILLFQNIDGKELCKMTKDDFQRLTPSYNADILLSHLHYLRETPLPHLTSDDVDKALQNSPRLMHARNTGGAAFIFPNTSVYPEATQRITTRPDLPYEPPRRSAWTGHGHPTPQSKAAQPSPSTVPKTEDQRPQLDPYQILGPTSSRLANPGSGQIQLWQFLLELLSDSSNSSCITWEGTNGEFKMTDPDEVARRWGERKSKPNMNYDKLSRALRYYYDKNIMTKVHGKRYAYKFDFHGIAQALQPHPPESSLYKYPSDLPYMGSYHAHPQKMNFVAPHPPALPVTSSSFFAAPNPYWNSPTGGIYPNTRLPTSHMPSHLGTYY
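His-tagged ERG Ets domain (1 uM in the protein solution; 300mM KCl, 50mM Tris-HCl, 1mM EDTA, 1mM DTT, pH 7.5) received compound, then a probe mix of 5 nM fluorescein-DNA and 100nM Texas-615-DNA. Fluorescence polarization was read for both dyes.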
The depositor's hits bear a star; & = joins results of further samples; [ ] = another dose, or the depositor's remark. Unless noted, calls come from the whole dose curve; as a rule, active = well fitted curve in the direction sought with a large enough effect; inconclusive = small, poorly fitted or top-dose-only effect, or another doubt; inactive = no such curve, though single readings can be large; an effect the other way counts as inactive or inconclusive. These rows are one share of the data, so the mix of outcomes need not match the whole.

For CCCCn1c(N)c(N(CC)C(=O)c2ccco2)c(=O)[nH]c1=O the results were Vif-APOBEC3F blk 1%, D2 ag 0.2, D2 antag -3, Vif-APOBEC3G blk -5%, Glioma ERSR ind -1%, LDHA inh -14, ALOX12 inh -8%, RGS4 inhibitor -28% and ERG Ets-DNA blk 6%.
CN(C(=O)CSc1nc(-c2ccccc2)cs1)C1CCS(=O)(=O)C1 (stereo not given) was read as Vif-APOBEC3F blk -2%, D2 ag -0.9, D2 antag -6, Vif-APOBEC3G blk 2%, Glioma ERSR ind 3%, LDHA inh -7, ALOX12 inh 36%[activator], RGS4 inhibitor -11% and ERG Ets-DNA blk -4%.
O=C(O)CC1NC(=S)N(Cc2ccccc2)C1=O (stereo not given) was read as Vif-APOBEC3F blk -1%, Vif-APOBEC3G blk -23%, Glioma ERSR ind -7%, LDHA inh -14 and ALOX12 inh inconclusive.
`CCc1cccc(C)c1NC(=O)CN1C(=O)c2ccccc2Sc2ncccc21` gave Vif-APOBEC3F blk 1%, D2 ag -0.6, Vif-APOBEC3G blk 0%, Glioma ERSR ind -1%, LDHA inh -2, ALOX12 inh -22%, RGS4 inhibitor 17% and ERG Ets-DNA blk -4%.
O=C(CSc1nc2c([nH]c3ccccc32)c(=O)n1-c1ccccc1)N1CCCC1 was read as Vif-APOBEC3F blk -4%, D2 ag -1.5, Vif-APOBEC3G blk -2%, Glioma ERSR ind -3%, LDHA inh -5, ALOX12 inh -10%, RGS4 inhibitor -43% and ERG Ets-DNA blk 1%.
CCc1n(CC(O)COCc2ccccc2)c2ccccc2[n+]1C (stereo not given) was read as Vif-APOBEC3F blk -12%, D2 ag 0.9, D2 antag -6, Vif-APOBEC3G blk 1%, Glioma ERSR ind -1%, LDHA inh -23, ALOX12 inh inconclusive, RGS4 inhibitor 4% and ERG Ets-DNA blk 7%.
For COc1ccc2c(CCNC(N)=S)c[nH]c2c1 the results were Vif-APOBEC3F blk -10%, D2 ag -1.7, D2 antag -6, Vif-APOBEC3G blk -10%, Glioma ERSR ind 2%, LDHA inh -5, ALOX12 inh -15%, RGS4 inhibitor -48%[56.9 µM] and ERG Ets-DNA blk 1%.
Screening CCOC(=O)c1ccc(NC(=O)C2COc3ccccc3O2)cc1 (stereo not given) returned Vif-APOBEC3F blk 8%, D2 ag -2.4, D2 antag -5, Vif-APOBEC3G blk -1%, Glioma ERSR ind -3%, LDHA inh 4, ALOX12 inh 6%, RGS4 inhibitor 0% and ERG Ets-DNA blk 9%.
For Cc1ccc(-c2cc(-c3ccccc3)c(C#N)c(SCC(O)CS(=O)(=O)Cc3ccccc3)n2)cc1 (stereo not given) the results were Vif-APOBEC3F blk 0%, D2 ag 0.3, Vif-APOBEC3G blk 7%, Glioma ERSR ind -3%, LDHA inh -7, ALOX12 inh -13%, RGS4 inhibitor inconclusive and ERG Ets-DNA blk -2%.
Cc1ccc(Cl)cc1NC(=O)CCS(=O)(=O)c1cccc2nonc12 was read as Vif-APOBEC3F blk -35%, D2 ag -0.9, D2 antag -39, Vif-APOBEC3G blk 2%, Glioma ERSR ind -3%, LDHA inh 0, ALOX12 inh 12%, RGS4 inhibitor -2% and ERG Ets-DNA blk -3%.
`O=C(NCCN1CCOCC1)c1cc2ccccc2oc1=O` gave Vif-APOBEC3F blk 5%, D2 ag 0.8, D2 antag 9, Vif-APOBEC3G blk 1%, Glioma ERSR ind -1%, LDHA inh -2, ALOX12 inh 14%, RGS4 inhibitor -10% and ERG Ets-DNA blk -3%.
For CS(=O)(=O)N1CCCCC1CCN1CCCCC1 (stereo not given) the results were Vif-APOBEC3F blk -2%, Vif-APOBEC3G blk -2%, Glioma ERSR ind 2%, LDHA inh -7, ALOX12 inh 14%, RGS4 inhibitor 9% and ERG Ets-DNA blk 2%.
For O=C1C(c2ccc(F)cc2)N(C2CCCCC2)C(=O)CN1C1CCCC1 (stereo not given) the results were Vif-APOBEC3F blk -2%, D2 ag 0.3, D2 antag -8, Vif-APOBEC3G blk -9%, Glioma ERSR ind -4%, LDHA inh 4, ALOX12 inh 8%, RGS4 inhibitor -22% and ERG Ets-DNA blk -10%.
C/C(CC(=O)Nc1ccc(C)c(Cl)c1)=N\NC(=O)c1ccccn1 was read as Vif-APOBEC3F blk -15%, D2 ag -2.4, D2 antag -4, Vif-APOBEC3G blk 3%, Glioma ERSR ind -3%, LDHA inh 2, ALOX12 inh -13%, RGS4 inhibitor 9% and ERG Ets-DNA blk 2%.
For Cc1ccnc(NC(=O)COc2ccc(Cl)cc2)n1 the results were Vif-APOBEC3F blk 16%, D2 ag 0.9, D2 antag -15, Vif-APOBEC3G blk 5%, Glioma ERSR ind 2%, LDHA inh -5, ALOX12 inh 14%, RGS4 inhibitor 15% and ERG Ets-DNA blk 2%.
For CCCCNC(=O)C(CC)Sc1nnc(-c2ccc(OC)c(OC)c2)c(-c2ccc(OC)c(OC)c2)n1 (stereo not given) the results were Vif-APOBEC3F blk 7%, D2 ag 0.9, Vif-APOBEC3G blk 1%, Glioma ERSR ind -2%, LDHA inh -8, ALOX12 inh 3%, RGS4 inhibitor 4% and ERG Ets-DNA blk 2%.
O=C(NCc1ccccc1)c1ccc(S(=O)(=O)C(F)F)cc1 was read as Vif-APOBEC3F blk 2%, D2 ag 0.0, D2 antag -21, Vif-APOBEC3G blk 1%, Glioma ERSR ind 3%, LDHA inh -3, ALOX12 inh 5%, RGS4 inhibitor 9% and ERG Ets-DNA blk -1%.
For COc1ccc(NC(=O)CSc2nc(-c3ccccc3)nc3c2Cc2c(CO)cnc(C)c2O3)cc1Cl the results were Vif-APOBEC3F blk 5%, D2 ag 0.2, Vif-APOBEC3G blk -2%, Glioma ERSR ind -1%, LDHA inh -8, ALOX12 inh 1%, RGS4 inhibitor 13% and ERG Ets-DNA blk -1%.
For O=C(COc1ccc(Cl)cc1)Nc1ccc2oc(=O)ccc2c1 the results were Vif-APOBEC3F blk 13%, D2 ag 0.0, D2 antag -7, Vif-APOBEC3G blk 0%, Glioma ERSR ind -2%, LDHA inh -1&5, ALOX12 inh inconclusive, RGS4 inhibitor 5% and ERG Ets-DNA blk 8%.
For Nc1nncn1C(=O)CCCN1C(=O)c2ccccc2C1=O the results were D2 ag 0.0, D2 antag 9, Vif-APOBEC3G blk -1%, Glioma ERSR ind -4%, LDHA inh -4, ALOX12 inh -5%, RGS4 inhibitor 10% and ERG Ets-DNA blk -1%.
Screening CCOc1ccc(N2CC(C(=O)NNC(=O)c3ccc(F)cc3)CC2=O)cc1 (stereo not given) returned Vif-APOBEC3F blk 0%, D2 ag 0.0, D2 antag -10, Vif-APOBEC3G blk -1%, Glioma ERSR ind -2%, LDHA inh 1, ALOX12 inh 12%, RGS4 inhibitor 25% and ERG Ets-DNA blk -10%.
`Cc1ccc(Nc2nc(N)nc(CN3CCc4ccccc4C3)n2)cc1` gave Vif-APOBEC3F blk 2%, D2 ag -0.5, D2 antag -21, Vif-APOBEC3G blk -5%, Glioma ERSR ind -3%, LDHA inh 2, ALOX12 inh 7%, RGS4 inhibitor 10% and ERG Ets-DNA blk 1%.
Cc1csc2nc(NC(=O)c3ccccc3)sc(=O)c12 was read as Vif-APOBEC3F blk 8%, D2 ag -0.8, D2 antag -5, Vif-APOBEC3G blk -6%, Glioma ERSR ind 1%, LDHA inh -1, ALOX12 inh 0%, RGS4 inhibitor -20% and ERG Ets-DNA blk -4%.
Screening CCOc1cc(C(=S)N2CCOCC2)ccc1OC(=O)c1cccc(C)c1 returned Vif-APOBEC3F blk 3%, D2 ag 1.2, D2 antag 9, Vif-APOBEC3G blk 2%, Glioma ERSR ind -3%, LDHA inh -9, ALOX12 inh -10%, RGS4 inhibitor -29% and ERG Ets-DNA blk -10%.
COc1ccc(NC(=O)CSc2ccc3nc(-c4ccccc4)cn3n2)cc1OC was read as Vif-APOBEC3F blk 0%, D2 ag -0.1, Vif-APOBEC3G blk 0%, Glioma ERSR ind 2%, LDHA inh -8, ALOX12 inh 1%, RGS4 inhibitor -7% and ERG Ets-DNA blk 9%.
`Cc1cc(C)c(OCC(=O)Nc2nc(-c3ccccn3)cs2)c(C)c1` gave Vif-APOBEC3F blk inconclusive, D2 ag -0.4, D2 antag -4, Vif-APOBEC3G blk 1%, Glioma ERSR ind -2%, LDHA inh 3, ALOX12 inh -6%, RGS4 inhibitor -52% and ERG Ets-DNA blk 4%.
`C=CC(=O)NCC1OCCc2ccccc21` (stereo not given) gave Vif-APOBEC3F blk 9%, D2 ag 0.1, D2 antag -3, Vif-APOBEC3G blk -1%, Glioma ERSR ind -2%, LDHA inh 0, ALOX12 inh inconclusive, RGS4 inhibitor -32% and ERG Ets-DNA blk 14%.
For CN(C)c1ccccc1C(=O)N1CCCC(C(=O)c2ccc3ccccc3c2)C1 (stereo not given) the results were Vif-APOBEC3F blk -1%, D2 ag 0.6, D2 antag 6, Vif-APOBEC3G blk 2%, Glioma ERSR ind -4%, LDHA inh 6, ALOX12 inh 0%, RGS4 inhibitor -6% and ERG Ets-DNA blk -7%.
